# Screens deposited in PubChem by National Center for Advancing Translational Sciences (NCATS).
# 12-LOX inh: ALOX12 (human) lipoxygenase inhibition; P18054; purified 12hLO, xylenol orange hydroperoxide absorbance; Potency, µM (titrated, usually from 108 µM), inactives show at the top dose activity change, negative = inhibition, most hits filed as inhibitors; 580,000 tested, 1.1% active; AID 1671190; active means well fitted inhibition curve with a large enough effect; inconclusive means small, poorly fitted or top-dose-only effect, or another doubt; inactive means no such curve, though single readings can be large or run the other way
# Target sequence (P18054 whole entry, looked up): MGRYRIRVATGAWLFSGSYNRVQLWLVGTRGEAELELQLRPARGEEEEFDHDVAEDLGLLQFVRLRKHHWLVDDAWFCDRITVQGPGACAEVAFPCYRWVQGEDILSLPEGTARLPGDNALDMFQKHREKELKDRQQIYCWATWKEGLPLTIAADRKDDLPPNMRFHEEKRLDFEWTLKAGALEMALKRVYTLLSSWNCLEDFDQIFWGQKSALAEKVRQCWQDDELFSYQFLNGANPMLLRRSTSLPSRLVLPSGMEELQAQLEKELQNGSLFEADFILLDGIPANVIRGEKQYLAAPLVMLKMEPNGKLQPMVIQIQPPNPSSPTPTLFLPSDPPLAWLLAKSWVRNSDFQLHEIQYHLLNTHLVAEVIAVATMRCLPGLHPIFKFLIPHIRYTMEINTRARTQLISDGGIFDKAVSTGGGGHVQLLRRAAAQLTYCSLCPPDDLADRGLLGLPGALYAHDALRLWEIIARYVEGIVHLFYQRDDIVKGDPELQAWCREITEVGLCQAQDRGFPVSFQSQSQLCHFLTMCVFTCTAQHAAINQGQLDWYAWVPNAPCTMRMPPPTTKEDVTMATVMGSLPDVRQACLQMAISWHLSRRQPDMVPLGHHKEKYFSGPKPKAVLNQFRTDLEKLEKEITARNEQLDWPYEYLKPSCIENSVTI
#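 Purified human 12hLO at 150 nM in 25 mM Hepes, 0.01% Triton X-100, pH 7.0, preincubated 15 min at room temperature with compound. Reaction started with 40 uM arachidonic acid, 30 min at room temperature. Hydroperoxide measured by Fe-xylenol orange, 573/405 nm absorbance ratio.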
# * marks the source's active call; other numbers are inactive results; ? = inconclusive; [ ] = remark or other dose. On the % scale 0 is the no-effect control and ±100 the full control effect; potency means the concentration at half of the fitted maximal effect. This is a subset; rates above refer to the full screens.
Structure,12-LOX inh
COc1ccc(NC(=O)N2CCC(Oc3ncccc3C(=O)N3CCOCC3)C2)c(C)c1 (stereo not drawn),23%
O=C(Nc1cccc(F)c1)c1cnc2c(c1)N(C(=O)CCc1ccccc1)CCC2,-5%[176 µM]
O=S(=O)(c1ccc(F)cc1)N1CCCC(CN2CCCC2)CC1 (stereo not drawn),53%[activator]
COc1cc(NC(=S)N[C@H]2CO[C@H]3[C@@H]2OC[C@@H]3n2nnnc2Oc2cccc(N3CCOCC3)c2)cc(OC)c1,17%
CCOCCCNC(=O)c1ccc(C)c(C)c1,13%
Cc1cc(C)n(CC(=O)N2CC(N(C)Cc3cccnc3)C2)n1,3%
O=C(CCc1c[nH]c2ccccc12)OCC(=O)c1ccc(Cl)c([N+](=O)[O-])c1,?
COc1ccc(-c2ccc3c(n2)c(=O)ncn3CC2CC2)cc1OC,10%[176 µM]
COCc1nc(CCNC(=O)Cc2c(C)noc2C)no1,7%
CCc1cccc(CC)c1NC(=O)COC(=O)c1cc(=O)c2ccccc2o1,-1%

# (continued)
Structure,12-LOX inh
C=C(C)CN(C)C(=O)Cc1c2c(n(Cc3ccccc3F)c1C)CCCC2=O,6%
Cc1ccccc1CC(=O)N1CCC(N2CCCC(C(=O)NC3CC3)C2)CC1 (stereo not drawn),-6%
N#CC(C(=O)NCc1ccccc1)c1nc2ccccc2nc1N1CCN(CCc2ccccc2)CC1 (stereo not drawn),-6%
COc1ccc(CN2Cc3cc(NC(=O)c4ccc(F)cc4)ccc3OC(C)C2=O)c(OC)c1 (stereo not drawn),24%
COC(=O)C1CCN(c2nc(CN(C)C3CCOC3)nc3cc(OC)c(OC)cc23)CC1 (stereo not drawn),?
Oc1ccc(Cl)cc1C=NCc1ccc(F)cc1Cl,?
CCc1cc(OCCCCOc2ccc(C=O)cc2OC)ccc1Cl,10%
CC[C@H]1CN(C(=O)Nc2cccc(C(F)(F)F)c2)CC[C@H]1CC(=O)NCCN1CCCCC1,12%
CC(C)[C@@H]1[C@H]2CC[C@H](C2)[C@H]1N,263%[activator]
Cc1cc(C)c(S(=O)(=O)N2CC(c3nc(Cc4ccccc4)no3)C2)cc1C,29%

# The listing continues.
Structure,12-LOX inh
COc1cc(CN2C[C@@H](CO)[C@H](NC(=O)c3ccccc3)C2)ccc1F,41%
Cc1ccccc1S(=O)(=O)N1CCC2(CC1)CC1C(=O)NCCN1C2 (stereo not drawn),63%[activator]
O=C(COc1ccccc1)N1C[C@@H](CO)[C@H](c2ccccn2)C1,60%[activator]
CCN(Cc1ccc(OC)c(OC)c1)C(=O)c1cc(C)nc2ccccc12,?
Cc1csc(CNC(=O)N(C)Cc2ccc3c(c2)OCCO3)n1,18%
COc1ccc(-c2ccc3c(c2)C(=O)N2CCN(C(=O)c4cccnc4)C[C@@H]2C(=O)N3)cc1,49%[activator]
O=C(Nc1ccc2c(c1)CN(Cc1ccccc1F)C(=O)CO2)c1ccc(F)cc1,3%
O=C(Cn1nc2c(cc1=O)CCCCC2)Nc1ccccc1Cl,2%
N#Cc1ccccc1C(=O)c1ccc(Br)cc1,45%[activator]
CCCn1c(C)c(CC(=O)NC(C)Cn2cccn2)c2c1CC(C)(C)CC2=O (stereo not drawn),60%[activator]

# Reformatted with each value named: part of the list above
> CCN(Cc1ccc(OC)c(OC)c1)C(=O)c1cc(C)nc2ccccc12
  12-LOX inh: ?
> Cc1csc(CNC(=O)N(C)Cc2ccc3c(c2)OCCO3)n1
  12-LOX inh: 18%
> COc1ccc(-c2ccc3c(c2)C(=O)N2CCN(C(=O)c4cccnc4)C[C@@H]2C(=O)N3)cc1
  12-LOX inh: 49%[activator]

# Remaining list, next part
Structure,12-LOX inh
COCCNC(=O)[C@@H]1CCC[C@@H](NC(=O)C2CCCC2)CN(C)C(=O)C1,22%[176 µM]
CC(C)CCNC(=O)C(=O)NC1CCCCC1,?
Cn1ccc(NC(=O)c2ccc(-c3ncc4cnc(-c5cccc(F)c5)cn34)cc2)n1,12%[176 µM]
O=C(Cn1nc2c(cc1=O)CCCCC2)NCc1ccc(C(=O)O)cc1,24%
COCCN1C(=O)CS(=O)C12CCN(S(=O)(=O)c1c(C)noc1C)CC2 (stereo not drawn),44%[activator]
O=c1[nH]c(CN(Cc2cccs2)CC2CCCO2)nc2scc(-c3ccccc3)c12 (stereo not drawn),35%[activator]
CCCN1C[C@@H](CO)[C@H](c2nc(CCOC)no2)C1,22%
C[C@]1(O)CCN(C(=O)CCS(=O)(=O)c2ccccc2)C[C@@H]1O,18%
O=C(CCCc1c[nH]c2ccccc12)NCCNC(=O)c1ccco1,-21%
Cc1noc(C)c1-c1nc(NCc2cccs2)c2ccccc2n1,28µM*

# More results follow:
Structure,12-LOX inh
Cc1cccc(NC(=O)CCC2CCCCC2)c1,11%
O=C(NCC1(c2ccccc2)CC1)c1ccc(S(=O)(=O)N2CCOCC2)cc1,30%
Oc1ccc(-c2c(-c3ccccc3)nn3c(C(F)(F)F)cc(C(F)(F)F)nc23)cc1,0%
COC(=O)C(C(=O)OC)C(c1ccc(Br)cc1)C(C)C(=O)c1ccc(C)cc1C (stereo not drawn),91%[activator]
Cc1cn2nnc(C(=O)N3CCC(C(=O)Nc4cccc(Cl)c4)CC3)c2c(=O)[nH]1,27%
O=C(OCc1cc(=O)oc2cc(O)ccc12)c1ccccc1F,-16%
CN(Cc1cnc2ccccn12)C(=O)c1cc(COc2ccc(F)cc2F)on1,63%[activator]
O=C(Cc1cccc(F)c1)NCCn1ccn2nc(-c3ccc(F)cc3)cc2c1=O,2%
Cc1cn2nc(-c3nc(C4CCCN(C(=O)c5ccc(Cl)cc5)C4)no3)cc2c(=O)[nH]1 (stereo not drawn),22%
CCOC(=O)N1CCN(C(=O)c2cc3occc3n2Cc2ccccc2F)CC1,?

# Among those listed so far, these contain two or more sulfur atoms.
Structure,12-LOX inh
COCCN1C(=O)CS(=O)C12CCN(S(=O)(=O)c1c(C)noc1C)CC2 (stereo not drawn),44%[activator]
O=c1[nH]c(CN(Cc2cccs2)CC2CCCO2)nc2scc(-c3ccccc3)c12 (stereo not drawn),35%[activator]

# Continued:
Structure,12-LOX inh
Nc1[nH]c(C(=O)c2ccccc2)c(-c2cccc3ccccc23)c1C(=O)NC1CCCCC1,-1%
Cc1nnc([C@H]2CCN(CCCc3ccccc3)C2)o1,68%[activator][176 µM]
Cc1nn(C)c2nc(NCCC(=O)N3CCC(C)CC3)sc12,?
N#Cc1cccc(-c2nc3cnc(Nc4ccccc4)nc3n(C[C@H]3CCCO3)c2=O)c1,0%
Cc1noc(-c2cccn3c(CNC(=O)c4cccnc4)nnc23)n1,78%[activator]
O=c1[nH]c(C2CCN(Cc3cccs3)CC2)nc2ccc(F)cc12,36%[activator]
CN(Cc1cc(C[C@@H]2C[C@H](NS(C)(=O)=O)C2(C)C)no1)c1ccccc1,-29%[176 µM]
O=C1CC(C(=O)N2CCC(O)(c3cccnc3)CC2)CN1Cc1ccccn1 (stereo not drawn),-6%
COc1ccc(C(=O)N2CCC3(CC2)NCCc2c3[nH]c3ccccc23)cc1F,?
COCCN1C(=O)c2cccn2CC1CNC(=O)c1[nH]nc2c1COc1ccccc1-2 (stereo not drawn),66%[activator]

# (list continues)
Structure,12-LOX inh
CC(Sc1cc(C(N)=O)c2ccccc2n1)c1nc(C(C)(C)C)no1 (stereo not drawn),-1%
CC(Oc1ccccc1)C(=O)NCC1Cc2cc(F)cc(-c3ccccn3)c2O1 (stereo not drawn),-2%
CCc1ccc(C(=O)N2CCC(CC(=O)NCc3ccccc3)C2)cc1 (stereo not drawn),5%
CCOc1ccc(NC(=O)C2CN(S(C)(=O)=O)CC23CCCCC3)cc1 (stereo not drawn),44%[activator]
O=Cc1ccccc1-c1cccc(O)c1,0%[12.5 µM]
COc1ccccc1-c1nc(SCc2cc(=O)n3c4c(sc3n2)CCCC4)n[nH]1,27%
Cc1ccc(-n2nnnc2Sc2nnnn2-c2ccccc2)c(C)c1,12%
Cc1ccccc1NC(=O)CCn1ccn2nc3c(c2c1=O)CCCC3,-3%
COC(=O)CNC(=O)c1cc2sccc2n1Cc1ccccc1,25%
CN1CCC(NC[C@H]2O[C@@H](CO)[C@@H](O)[C@H]2N2CCN(c3ncccn3)CC2)CC1,8%

# (more compounds)
Structure,12-LOX inh
CCN(Cc1ccccc1)C(=O)c1cc2cccc(OC)c2oc1=O,-5%
Cc1ccc(CN(C)C(=O)Cn2nnn(-c3cccs3)c2=O)cc1,-29%
COc1ccccc1-c1nnc(SCC(=O)N(CC(C)C)CC(C)C)n1N,8%
CCCNC(=O)CN1C(=O)NC(c2ccc(C)cc2)C2=C1COC2=O (stereo not drawn),21%
Oc1cc(-c2cccs2)cc2c1OCCN(Cc1cn[nH]c1-c1ccc(Cl)cc1)C2,-4%
CCCn1nc(C(=O)Nc2cc(S(=O)(=O)N3CCCCC3)ccc2C)c2ccccc2c1=O,?
O=C(N[C@H](C(=O)N1CCC[C@H]1C(=O)NC1CCCC1)c1ccccc1)c1ccccc1,-3%
COc1ccc(OC)c(S(=O)(=O)N[C@H]2CO[C@H]3[C@@H]2OC[C@H]3OC(=O)Nc2cccc(C(F)(F)F)c2)c1,?
CC(=O)Nc1ccc(S(=O)(=O)N[C@H]2CO[C@H]3[C@@H]2OC[C@@H]3n2nnnc2Oc2ccc(-n3cncn3)cc2)cc1,?
CN1CCc2c(c(N3CCOCC3)nc3sc(C(N)=O)c(N)c23)C1,?

# (more compounds)
Structure,12-LOX inh
O=C(NC1CC1)[C@@H]1CN(CCCc2ccccc2)C[C@H]1CO,66%[activator]
Cc1cccc(OCC(=O)Nc2ccc3oc(C)nc3c2)c1,-14%
O=C(CS(=O)(=O)Cc1coc(-c2ccccc2)n1)N1CCCCC1,-30%
O=C(O)CNS(=O)(=O)c1ccc(C(=O)/C=C/c2ccccc2Cl)cc1,53%[activator]
CC(NC(=O)CSc1nnc(C2CC2)n1C1CC1)c1ccc2c(c1)CCCC2 (stereo not drawn),?
CCc1ccc([S+](=O)([O-])c2nnn3c2nc(NC2CC2)c2ccccc23)cc1,-17%[6.33 µM]
c1cncc(-c2ccnc(NCCc3noc(C4CCCC4)n3)n2)c1,53%[activator]
Cc1nn(-c2ccc(F)cc2)c(Oc2ccccc2)c1CCC(=O)N1CCOCC1,7%
O=C1[C@H]2CN(Cc3ccccc3F)C[C@H]2C(=O)N1Cc1ccc2c(c1)OCO2,-1%
Cc1sc2nc(CN3CCOCC3)nc(N(C)CC(=O)Nc3cccc(F)c3)c2c1C,-32%

# (continued)
Structure,12-LOX inh
Cc1cccc(N(C)c2ccc3nnc(-c4cc(C(=O)N(C)C)ccn4)n3n2)c1,?
CCCNC(=O)C(C)NC(=O)COc1ccccc1NC(C)=O (stereo not drawn),-19%
CCC1(C2CCN(C(=O)c3cc(C)cc(C)c3)CC2)NC(=O)N(CCc2scnc2C)C1=O (stereo not drawn),4%
COc1cccc(CN2CCOC3(CCN(Cc4cccc(Cl)c4)CC3)C2=O)c1,0%[176 µM]
CCNc1ncnc2sc3c(c12)CCN(Cc1ccncc1)C3,249%[activator]
NC(C(=O)O)c1cc(O)cc(O)c1 (stereo not drawn),14%
Cc1cc(-c2nn(-c3ccccc3F)cc2CN(C)C2CCOC2)c(C)s1 (stereo not drawn),44%[activator]
N#Cc1ccc(/C=N/Nc2ccccc2Cl)cc1,10µM*
CCCCOc1ccc(NC(=O)CCC)c2cccnc12,-15%
O=C(CSc1nnc(-c2ccncc2)n1-n1cccc1)Nc1ccc2c(c1)OCO2,-10%

# (cont.)
Structure,12-LOX inh
Cc1cc(C(=O)N2CCC(c3noc(-c4ccccc4)n3)C2)n[nH]1 (stereo not drawn),91%[activator]
Cc1cn2nc(C(=O)NCCc3ccc(S(N)(=O)=O)cc3)cc2c(N2CCCC2)n1,71%[activator]
O=C(NCC1(O)CCCNCC1)C1(c2ccc(Cl)cc2)CCC1 (stereo not drawn),-29%
CC1(C)Cc2c(sc(NC(=O)C(N)=O)c2C#N)CO1,28%
Cn1ccc(NC(=O)[C@@H]2C[C@@H](c3ccc(F)cc3)N([S+](=O)([O-])c3ccccc3)C2)n1,-10%[176 µM]
CCOC(=O)c1ccc(-c2ccc(/C=C/C(=O)c3ccccc3)o2)cc1,?
Cn1c(=O)c(-c2ccc(F)cc2)nc2cncnc21,0%
COc1ccc2[nH]c3c(c2c1)CCNC31CCN(Cc2ccc(F)cc2F)CC1,?
COC(=O)N1CCC[C@@]2(CCN(C(=O)Nc3cccc(F)c3)C2)C1,-13%[57.4 µM]
CN1CCC(N(C)C(=O)c2ccc(Cl)cc2F)CC1,-30%

# (list continues)
Structure,12-LOX inh
O=c1n(-c2ccc(Cl)cc2)nc2n1CCN(Cc1cccnc1)C2,8%[6.33 µM]
CCn1nccc1C(=O)N1CCC2(CCCCO2)CC1,40%[activator]
CCCCN(C)C(=O)c1cc2c(C)cc(C)c(C)c2[nH]1,-25%
Cc1ccc(C2Cn3nnc(C(=O)N4CCN(C(=O)c5ccc(F)cc5)CC4)c3CO2)cc1 (stereo not drawn),1%
O=C1CCCCC(C(=O)NCc2ccccc2)N1 (stereo not drawn),-15%
O=C(O)c1cc(Cl)c(I)c(Cl)c1,1%
Cc1cc(C(=O)N2CCC(Cc3nc(-c4cccnc4)n[nH]3)C2)nn1C (stereo not drawn),-3%
CC[C@H](NC(=O)[C@@H](Cc1ccccc1)NC(=O)[C@H]1O[C@@H](n2ccc(=O)[nH]c2=O)[C@H](O)[C@@H]1O)c1ccccc1,-12%
